dFosB act: enhances mouse delta FosB homodimer DNA binding; activation, % at 25 µM; 340,000 compounds, 0.99% hits; purified delta FosB, TAMRA-CDK5 oligo fluorescence polarization; percent of positive-control signal above neutral wells; P13346;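 active means mean activation above about 17%, with every replicate also reaching it, limit read from the data, passing the limit was not always enough; inconclusive means only one of the two conditions met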;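 further: fluorescence polarization rise as delta FosB binds a TAMRA Cdk5 AP-1 oligo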
MITF act: activators of MITF-driven TRPM1 promoter activity in SK-MEL-5 cells; SK-MEL-5 TRPM1-promoter luciferase, 24 h; % of positive control, neutral wells = 0; activation, % at 12.5 µM; 300,000 compounds, 0.75% hits; AID 588334;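 active means mean activation of at least 80% with every replicate also reaching 80%; inconclusive means mean reaches 80% but some replicate falls short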;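 further: 0% = neutral control wells and 100% = parthenolide positive control wells; values of inactives mirror those of a sister screen read the other way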
SR-BI DiI-HDL act: enhances SR-BI lipid uptake from DiI-HDL. 320,000 compounds, 0.096% hits. CHO ldlA[mSR-BI] cells, DiI-HDL uptake fluorescence, 3 h; 100 = double the neutral-control signal. activation, % at 12.5 µM;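 active means mean replicate activation of at least 60% and every replicate at or above 60%; inconclusive means mean or all-replicate condition met, but not both; inactive means mean below 60% and not all replicates reaching 60%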;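 further: 0% = median plate neutral-control signal and 100% = twice that signal; values of inactives mirror those of a sister screen read the other way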
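System: LDL receptor-deficient CHO ldlA cells overexpressing murine SR-BI | Timing: 3 h uptake period with compound, 37 °C | Medium: HEPES-buffered (25 mM, pH 7.4) F12 plus 0.5% BSA | Dosing: Single-point compound dose | Signal: Bottom-read fluorescence, 550/595 nm | Read-out: Retained DiI signal reflecting DiI-HDL uptake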
CDK5 inh: CDK5/p35 (human) kinase inhibition. Q00535+Q15078. Recombinant CDK5/p35, ADP-Glo luminescence, 60 min. inhibition, % at 10 µM. 330,000 compounds, 0.01% hits;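 active means highest replicate inhibition of at least 50% and at least 75% of replicates reaching 50%; inconclusive means only one of the two criteria met; inactive means both criteria failed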;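 further: plate controls were DMSO neutral control for no effect and GW8510 at 10 µM for full effect; many of its hits are not listed in these tables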
Target sequence (Q00535 whole entry, looked up): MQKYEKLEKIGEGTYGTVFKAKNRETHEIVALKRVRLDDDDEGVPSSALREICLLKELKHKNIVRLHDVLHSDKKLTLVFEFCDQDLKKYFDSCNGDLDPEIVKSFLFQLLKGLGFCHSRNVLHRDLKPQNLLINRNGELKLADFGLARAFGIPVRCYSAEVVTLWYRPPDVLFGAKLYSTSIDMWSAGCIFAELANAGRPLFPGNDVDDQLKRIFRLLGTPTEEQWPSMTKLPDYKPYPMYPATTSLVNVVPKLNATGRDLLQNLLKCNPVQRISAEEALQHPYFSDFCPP
Target sequence (Q15078 whole entry, looked up): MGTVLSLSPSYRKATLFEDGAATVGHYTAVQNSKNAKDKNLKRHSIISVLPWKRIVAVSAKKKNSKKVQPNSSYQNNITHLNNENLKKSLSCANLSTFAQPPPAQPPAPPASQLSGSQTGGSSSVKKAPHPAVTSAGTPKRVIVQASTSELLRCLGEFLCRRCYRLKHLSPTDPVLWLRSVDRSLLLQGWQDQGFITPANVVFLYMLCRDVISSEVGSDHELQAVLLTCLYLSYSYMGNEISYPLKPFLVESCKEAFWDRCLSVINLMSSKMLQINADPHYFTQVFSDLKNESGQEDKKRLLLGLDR
HTR5A ag: activates human HTR5A in OPRM1-OPRD1 agonist counter-screen; P47898; 340,000 compounds, 0.61% hits; activation, % at 9.3 µM; HTR5A agonist assay, luminescence, cell-based; in the data active means activation mostly above about 9.5%, no sharp cut-off; inactive means mostly below about 7.6%;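 further: 0% = cells with vehicle only and 100% = reference agonist; strong numbers were not always called active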
cardiac RTF act: increases calcium sensitivity of human cardiac regulated thin filaments. AID 493008. activation, % at 7.2 µM. IANBD-labeled TnC RTF fluorescence at EC20 calcium; 0% EC20 calcium, 100% full calcium. P19429+P45379. 340,000 compounds, 0.24% hits;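 active means activation above the mean over all tested compounds plus 3 SD, cut at about 30% in these data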;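 further: rise in fluorescence read as greater calcium sensitivity of cardiac thin filaments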
Wnt act: Wnt/beta-catenin pathway activation. Wnt/beta-catenin reporter cell assay, activator, plate reader. activation, % at 9.35 µM. 300,000 compounds, 1.2% hits. AID 743398; in the data active means activation above about 30%, passing the limit was not always enough; inconclusive means no clear call, values can overlap the other calls;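 further: 0% = neutral control wells and 100% = positive control wells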
PvdQ acylase: P. aeruginosa PvdQ acylase inhibition; AID 488965; 340,000 compounds, 0.063% hits; purified PvdQ acylase, fluorescence plate reader; inhibition, % at 10 µM; in the data active means inhibition above about 30%, passing the limit was not always enough; inconclusive means no clear call, values can overlap the other calls;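 further: 0% = vehicle neutral wells and 100% = reference inhibitor wells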
SR-BI HDL uptake: inhibitors of mouse SR-BI mediated HDL lipid uptake; AID 488896; 320,000 compounds, 0.96% hits; inhibition, % at 12.5 µM; ldlA[mSR-BI] CHO cells, DiI-HDL uptake fluorescence, 3 h;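 active means mean replicate inhibition of at least 70% and a set share of replicates each scoring 70 or more; inconclusive means meets just one of the two criteria; inactive means fails both criteria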;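 further: 0% = median of neutral control wells and 100% = median of positive control wells; values of inactives mirror those of a sister screen read the other way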
Target sequence (Q61009 whole entry, looked up): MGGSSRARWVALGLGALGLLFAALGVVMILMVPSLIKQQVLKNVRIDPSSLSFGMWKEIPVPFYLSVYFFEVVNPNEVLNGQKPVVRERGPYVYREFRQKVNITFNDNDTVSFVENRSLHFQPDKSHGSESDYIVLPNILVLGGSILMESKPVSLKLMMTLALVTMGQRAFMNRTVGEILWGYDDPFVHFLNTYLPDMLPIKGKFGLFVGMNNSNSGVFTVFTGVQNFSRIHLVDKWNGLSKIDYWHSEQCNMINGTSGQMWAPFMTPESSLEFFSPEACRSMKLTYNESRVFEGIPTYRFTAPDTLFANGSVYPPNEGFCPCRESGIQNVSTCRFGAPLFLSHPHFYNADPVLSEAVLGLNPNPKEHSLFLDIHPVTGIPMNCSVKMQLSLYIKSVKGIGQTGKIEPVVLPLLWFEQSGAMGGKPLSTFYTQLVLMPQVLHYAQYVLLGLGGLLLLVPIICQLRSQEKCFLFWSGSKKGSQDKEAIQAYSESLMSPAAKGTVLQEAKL
Rtt109 HAT inh: C. albicans Rtt109 histone acetyltransferase inhibition; Q5AAJ8; purified Rtt109/Vps75, ThioGlo CoA-SH fluorescence, 4 h; inhibition, % at 34.9 µM; 330,000 compounds, 0.16% hits;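 active means inhibition of at least 50% in every replicate; inconclusive means best replicate reaches 50% inhibition but some replicates fall short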
* = called active by the depositor; ? = inconclusive; . = not tested or not shown. Random draw from the library; any-hit rate near 4.4%.

SMILES	dFosB act	MITF act	SR-BI DiI-HDL act	CDK5 inh	HTR5A ag	cardiac RTF act	Wnt act	PvdQ acylase	SR-BI HDL uptake	Rtt109 HAT inh
Cc1cccc(OCC(=O)N(Cc2ccco2)c2c(N)n(Cc3ccccc3)c(=O)[nH]c2=O)c1	-1	-3	8	-0.1	5	1	3	2	-8	4
CCC(=O)Nc1ccc(Cl)c(NC(=O)c2cccnc2)c1	-7	-2	-2	1.0	4	-3	.	-9	2	0
CCn1c(CCNC(=O)c2ccccc2Cl)n[nH]c1=S	4	-10	15	1.1	-3	-2	.	-17	-15	-14
Cc1sc2ncnc(-n3nnc4ccccc43)c2c1C	3	-7	24	-0.2	-3	-2	-5	-9	-24	-3
Cc1cccc(-c2noc(CCC(=O)Nc3ccccc3)n2)c1	-9	-1	21	-0.2	0	2	.	-2	-21	-5
CN(C(=O)c1cc(-n2cnnc2)ccc1Cl)c1ccccc1	-2	13	11	0.4	2	-2	4	-2	-11	9
CCOC(=O)c1cc(C)sc1NC(=O)CN1CCN(C(=O)c2ccco2)CC1	-15	-8	5	0.0	0	-5	0	-12	-5	-7
COC(=O)c1ccc(NC(=S)NCC2CC2)cc1	0	10	-7	1.9	1	-3	?	-3	7	4
CS(=O)(=O)c1ccc(C2=C(c3ccccc3)C(=O)OC2)cc1	2	4	-5	-0.1	5	-2	-1	-2	5	4
COc1ccc(C2(CNS(=O)(=O)c3ccccc3)CCOCC2)cc1	0	0	-9	2.3	-1	3	0	-9	9	-1
O=C(COC(=O)[C@H](Cc1c[nH]c2ccccc12)NC(=O)c1cccs1)NCc1ccccc1	-4	-5	8	1.0	6	-11	-2	2	-8	13
Brc1cnc2nc[nH]c2c1	2	.	59	-0.6	5	-2	0	-18	-59	-8
CCCCN(CC)CCNC(=O)c1cc2c(=O)[nH]c3ccccc3c2n1C	-6	20	-18	-0.4	2	-2	-1	-18	18	-11
CCOC(=O)[C@@H]1[C@H]2COc3ccc(Br)cc3[C@@H]2N2C(=O)N(c3cccc(Cl)c3)C(=O)[C@]12C	1	-17	15	-1.1	-4	7	-2	0	-15	-3
O=C(NCC(c1ccco1)N1CCc2ccccc21)c1cccc([N+](=O)[O-])c1 (configuration not stated)	-3	-1	-24	-0.7	-2	-6	-3	-16	24	2
Cc1ccccc1C1CC(=O)c2ccccc2C1C (configuration not stated)	1	-3	-10	1.0	1	-6	0	3	10	-6
C/C(N)=C(/C#N)C(=O)COC(=O)c1ccc(O)cc1	-3	-6	-1	-0.7	4	5	1	-4	1	-3
COc1ccc(-c2ccn(-c3cccc(F)n3)n2)cc1	-3	26	-17	0.0	-1	-1	8	-6	17	-4
O=C(Cn1c2c(c(-c3ccccc3Cl)cc1=O)CCC2)NCCCN1CCOCC1	-1	-3	14	0.7	5	-1	-6	9	-14	4
NC(=O)c1cnn(-c2cccc(Cl)c2)c1N	-4	-5	.	-2.7	0	-4	2	-6	.	0
CC1c2c([nH]c3ccccc23)CCC1C(=O)O (configuration not stated)	0	2	-11	0.7	2	3	-2	-17	11	-9
COc1cccc(NC(=O)COC(=O)CCOc2ccccc2OC)c1	3	4	-4	1.0	0	-3	9	-13	4	14
OCCNCCSc1ccc(Cl)cc1	1	-3	-4	-0.9	7	6	-6	-9	4	3
CCCN(CCC)Cc1c(C(=O)N/N=C/c2cccs2)nnn1-c1nonc1N	-14	9	.	-2.4	-4	0	-3	-17	.	7
O=C(CN(C(=O)c1ccccc1Cl)N1C(=O)CCCC1=O)c1ccc(Cl)cc1	-13	14	.	-5.8	3	-1	-2	-24	.	-4
COc1ccc(-c2nnc(SCC(=O)NC(=O)NCc3ccco3)o2)cc1	-5	.	-23	-1.0	-1	1	2	-7	23	-10
COC(=O)c1ccc(C2/C(=C(/O)c3ccc(OC)cc3)C(=O)C(=O)N2CC2CCCO2)cc1 (configuration not stated)	-8	-5	2	-0.8	-1	6	.	18	-2	1
COCCn1c(SCC(=O)Nc2sc(C)c(C)c2C#N)nnc1-c1ccc(OC)cc1	-6	-2	-36	-2.4	-4	-3	-6	-8	36	1
CSc1ccccc1NC(=O)CSc1n[nH]c(N)n1	-6	11	24	1.0	-1	5	-1	-17	-24	0
Clc1ccc(Cn2nc(-c3ccccc3)nc2-c2ccccc2)cc1	-10	32	4	2.2	6	0	.	-16	-4	-3
Cc1cccc(N2C(S)=C(C#N)C(=O)NC23CCCCC3)c1	-2	-4	-3	-0.7	10	-1	-1	-15	3	3
Cc1ccc(C(=O)c2c(NC(=O)c3ccccc3C)sc(C)c2C)cc1	-8	.	-21	-0.7	-3	0	.	-8	21	.
CC(=O)OC[C@H]1O[C@@H](Oc2cc(O)cc3oc(-c4ccc(O)cc4)cc(=O)c23)[C@H](O[C@@H]2O[C@@H](C)[C@H](O)[C@@H](O)[C@H]2O)[C@@H](O)[C@@H]1O	-3	-4	13	-3.8	5	6	0	-24	-13	5
O=C(NN=Cc1ccccc1O)NN=Cc1ccccc1O	9	-22	-80	0.4	1	2	-3	-14	80*	0
Nc1nc(=S)c2ncn(C3CCCC3)c2[nH]1	-5	-11	22	4.0	-1	11	2	-11	-22	2
COc1cc(C2Nc3ccccc3C(=O)N2NS(C)(=O)=O)ccc1O (configuration not stated)	-2	4	.	1.2	-1	1	-3	2	.	24
Cc1ccccc1NC(=O)C1CC(=O)N(c2ccc3c4c(cccc24)CC3)C1 (configuration not stated)	0	-2	-6	1.7	1	4	-5	4	6	.
Cc1ccc(C(=O)O/N=C2/CC3CCC2(C)[C@@]3(C)CBr)cc1 (some centres not stated)	-6	.	-8	-0.6	8	-3	-2	-1	8	24
COc1ccccc1NC(=O)NC1CCCc2ccccc21 (configuration not stated)	1	-15	-70	0.5	-3	-2	-1	-13	70	-4
CC[n+]1c(/C=C2\C=C(C)CC(C)C2)sc2ccccc21 (configuration not stated)	-2	-32	1	-0.2	3	8	-1	-1	-1	-6
Cc1ccc(NC(=O)CSc2nc(C)c(Cc3ccccc3)c(=O)[nH]2)cc1	0	4	-16	-0.2	0	-4	1	-2	16	-1
CCOC(=O)C1CCN(C(=O)Cn2c(=O)oc3cc(S(=O)(=O)N4CCCC4)ccc32)CC1	8	8	31	-0.4	2	3	-1	-10	-31	0
CC1CCCCN1C(=O)COc1ccc(F)cc1 (configuration not stated)	-3	-3	3	1.1	3	0	-7	-20	-3	-2
CC1CN(C(=S)Nc2ccc(SC(F)F)cc2)CC(C)O1 (configuration not stated)	4	1	-4	0.2	-1	0	0	-7	4	-3
O=C(NCc1ccccc1Cl)C1CCN(C(=O)c2sccc2-n2cccc2)CC1	-6	.	-73	0.0	-3	-4	-4	-12	?	-5
CCn1c(=O)n(CC)c2cc(N3CCCC3)c(NC(=O)c3ccccc3OC)cc21	-10	16	-12	.	0	1	2	-8	12	4
CCOC(=O)C1CCCN(C/C(O)=C(\C#N)c2nc(-c3ccccc3)cs2)C1 (configuration not stated)	-5	-13	7	2.5	12	10	.	12	-7	11
CCCC[C@@H]1CNC(=S)N1CCCC	-3	0	28	-0.1	0	-2	-1	-12	-28	6

SR-BI HDL uptake: what is marked active above
smiles | dFosB act | MITF act | SR-BI DiI-HDL act | CDK5 inh | cardiac RTF act | Wnt act | PvdQ acylase | SR-BI HDL uptake | Rtt109 HAT inh
O=C(NN=Cc1ccccc1O)NN=Cc1ccccc1O | 9 | -22 | -80 | 0.4 | 2 | -3 | -14 | 80* | 0

The listing continues:
SMILES	dFosB act	MITF act	SR-BI DiI-HDL act	CDK5 inh	HTR5A ag	cardiac RTF act	Wnt act	PvdQ acylase	SR-BI HDL uptake	Rtt109 HAT inh
O=C(COC(=O)c1ccccc1[N+](=O)[O-])c1ccc(C2CCCCC2)cc1	-10	14	-16	-0.1	0	0	.	-2	16	2
CC(=O)Nc1ccc(S(=O)(=O)N2CCN(CCC#N)CC2)cc1	-5	24	13	0.8	3	0	-1	-7	-13	-4
CC(Sc1nncn1C)C(=O)NCc1ccc2c(c1)OCO2 (configuration not stated)	2	-1	10	0.3	-5	3	-2	-14	-10	1
CN1CC=C2C(C#N)=C(N)C(C#N)(C#N)[C@H](c3cccs3)[C@H]2C1	-14	.	-1	1.7	0	41*	.	10	1	6
O=C(Cc1ccccc1)Nc1cccc(S(=O)(=O)N2CCCCCC2)c1	-6	-19	-31	-1.8	-1	-5	-4	-12	31	4
O=C(O)CNC(=S)N(Cc1ccccc1Cl)C1CCCCC1	-3	10	-15	-0.7	-5	1	13	-14	15	-10
S=C(c1ccccc1)N1CCN(c2ccccc2)CC1	0	12	-6	0.4	3	1	-3	-9	6	-2
Cc1ccc(C)c2[nH]c(=O)c(CCNC(=O)c3ccc(Br)o3)cc12	-10	-6	20	-2.2	2	5	0	7	-20	-1
CC1=CC(C)(C)N(C(=O)CN2C(=O)c3ccccc3C2=O)c2ccccc21	-8	6	1	-3.6	1	6	-3	-12	-1	2
CCn1c(-c2cc(-c3ccccc3OC)nc3ccccc23)n[nH]c1=S	0	14	-8	1.4	2	-2	.	-8	8	4
COc1cccc(CC2CC(=O)N(c3ccc4c(C)cc(=O)oc4c3)C2=O)c1 (configuration not stated)	-3	5	-5	1.7	-4	-2	-3	-16	19	2
COc1ccc(N(C(=O)Cn2nnc3ccccc32)C(C(=O)NCc2ccco2)c2cccnc2)cc1 (configuration not stated)	3	.	18	-1.1	6	-7	-2	-6	-18	0
O=C(NNc1cc(Cl)ccc1Cl)c1c(F)cccc1Cl	1	-6	-10	1.6	4	5	-2	16	10	3
COCc1cc(C)nc(OCC(=O)N/N=C/c2cccc(OC)c2)c1C#N	-3	6	-6	0.3	-1	-1	.	-5	6	6
Cc1nn(C2CCS(=O)(=O)C2)c(Cl)c1/C=C/C(=O)OCC(=O)Nc1ccccc1OC(F)F (configuration not stated)	-6	2	-30	1.8	-1	11	.	-7	30	5
Cc1noc(C)c1C(=O)OCC(=O)C12CC3CC(CC(C3)C1)C2	1	5	-12	0.0	-5	-3	-3	5	12	-2
Cc1ccc2c(c1)-c1cc(C)nn1C(c1ccc3c(c1)OCO3)N2 (configuration not stated)	-15	.	-57	-1.8	2	1	13	3	57	8
c1ccc(-c2sc3ccccc3c2-c2ccc(OCCN3CCCC3)cc2)cc1	-1	15	-15	-6.7	9	3	-10	-10	15	5
CCC(=O)N(C)CCc1cc2c(c(OC)c1/C=N/Nc1ccc(C(=O)O)cc1)OCO2	0	10	.	-0.7	9	0	2	-3	.	-4
C=CCN=C1S/C(=C/c2ccc([N+](=O)[O-])cc2)C(=O)N1CC=C	-6	.	-62	2.3	2	0	2	-11	62	-9
CCN(CC)CCC(=O)Nc1ccc2c(c1)N(C(=O)CN(CC)CC)c1ccccc1CC2	-5	6	21	1.5	4	-3	.	-8	-21	-26
